PTHR1 agonist: PTHR1 (human) receptor agonism | AID 743266 | hit rate 0.075% among 410,000 | Potency, µM (doses to about 115 µM), inactives show top-dose activation, actives largely listed as activators | HEK293 GP2 PTHR1 cells, GloSensor cAMP luminescence, 1 h; note: potency is the fitted concentration of half-maximal effect; nearly all actives have a fitted effect of over 55% in size; some results filed as inactive show a strong effect at the top dose; inactives centre near -15; many of its hits are not listed in these tables
Target sequence (Q03431 whole entry, looked up): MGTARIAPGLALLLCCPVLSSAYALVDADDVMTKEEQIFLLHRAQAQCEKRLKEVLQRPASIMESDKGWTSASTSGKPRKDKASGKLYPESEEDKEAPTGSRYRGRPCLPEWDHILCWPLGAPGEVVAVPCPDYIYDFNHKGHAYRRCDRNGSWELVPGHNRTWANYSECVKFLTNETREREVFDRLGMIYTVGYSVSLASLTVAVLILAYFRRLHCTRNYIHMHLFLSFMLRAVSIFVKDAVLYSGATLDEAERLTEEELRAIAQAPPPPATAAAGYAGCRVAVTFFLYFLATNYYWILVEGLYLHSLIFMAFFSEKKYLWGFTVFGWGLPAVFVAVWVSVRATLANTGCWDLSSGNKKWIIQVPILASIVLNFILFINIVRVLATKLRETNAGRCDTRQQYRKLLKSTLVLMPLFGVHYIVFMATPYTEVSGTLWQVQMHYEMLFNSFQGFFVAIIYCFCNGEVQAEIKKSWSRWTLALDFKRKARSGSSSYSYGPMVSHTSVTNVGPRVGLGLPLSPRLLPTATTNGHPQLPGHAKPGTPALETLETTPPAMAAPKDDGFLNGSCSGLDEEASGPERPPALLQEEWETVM
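HEK-293-derived GP2 cells expressing PTHR1 and a GloSensor cAMP reporter, 3,000/well, plated overnight, given luciferin plus IBMX (each 0.5 mM as added) for 1 h at 37 °C, then compound for 1 h at 37 °C. Luminescence was read after 15 min at room temperature.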
FUS suppressor: suppressors of FUS proteinopathy in yeast; S. cerevisiae FUS-expressing, growth rescue, OD600, 24 h; AID 1347120; Potency, µM (highest dose often 76.6 µM), for inactives: top-dose growth rescue (activation), most hits filed as activators; hit rate 0.24% among 390,000;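 note: potency is the fitted concentration of half-maximal effect; plate controls were DMSO vehicle for no effect and reference control for full effect; nearly all actives have a fitted effect of over 55% in size; some results filed as inactive show a strong effect at the top dose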
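Galactose (2%) drives FUS expression in yeast precultured in raffinose; seeding density OD 0.005. Test compounds incubated 24hr at 30C and 99% humidity before absorbance at 600 nm was measured.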
HEK293 tox: cytotoxicity counter-screen for GLP-1 receptor inverse agonists. HEK293 cAMP-luciferase reporter cells, luminescence, 24 h. Potency, µM (series often up to 38.3 µM), inactives show top-dose activity change, negative = inhibition, actives largely listed as inhibitors. hit rate 0.13% among 410,000;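 note: loss of luciferase light is scored as toxicity; potency is the fitted concentration of half-maximal effect; % is set by controls: 0 for no effect and ±100 for the full control effect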
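Step one: seed cells (200 cells/uL, DMEM with 10% Nu serum, 1% pen-strep). Step two: 12-hour incubation at 37 deg C. Step three: pin 23 nL compound, incubate 24 hr. Step four: add luciferase reagent, read luminescence 12 min later.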
GLP1R inv ag: acts as inverse agonist at human GLP-1 receptor. P43220. HEK293 GLP-1R CRE-luciferase, luminescence, 24 h; GLP-1R form is constitutively active. Potency, µM (top dose mostly 38.3 µM), for inactives: top-dose activity change, negative = inhibition, hits mostly inhibitors. hit rate 1.6% among 410,000. AID 624417; note: potency is the fitted concentration of half-maximal effect; % is set by controls: 0 for no effect and ±100 for the full control effect; nearly all actives have a fitted effect of over 55% in size
Target sequence (P43220 whole entry, looked up): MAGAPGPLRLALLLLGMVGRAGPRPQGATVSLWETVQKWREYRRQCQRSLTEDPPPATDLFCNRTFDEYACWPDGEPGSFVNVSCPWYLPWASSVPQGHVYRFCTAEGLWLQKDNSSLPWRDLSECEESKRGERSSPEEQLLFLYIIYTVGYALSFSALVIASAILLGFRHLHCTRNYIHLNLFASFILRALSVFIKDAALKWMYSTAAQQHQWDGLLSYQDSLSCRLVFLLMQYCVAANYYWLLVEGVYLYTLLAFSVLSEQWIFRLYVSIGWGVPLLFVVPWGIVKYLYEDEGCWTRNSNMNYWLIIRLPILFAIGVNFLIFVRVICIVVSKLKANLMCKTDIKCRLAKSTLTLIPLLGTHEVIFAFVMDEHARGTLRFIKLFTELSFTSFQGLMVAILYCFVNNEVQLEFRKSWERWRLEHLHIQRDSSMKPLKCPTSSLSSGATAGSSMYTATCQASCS
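Seeding at 200 cells/uL, 12 h culture, 24 hr compound treatment, then luciferase reagent and a luminescence read; cells are HEK293 stably expressing a constitutively active GLP-1R plus cAMP-responsive luciferase.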
MmCpn inh: blocks the Methanococcus maripaludis chaperonin Mm-Cpn; purified Mm-Cpn ATPase, ADP Transcreener TR-FRET; Potency, µM (series often up to 76.9 µM), without a hit: at the top dose activity, negative = inhibition, hits mostly inhibitors; hit rate 0.031% among 330,000; AID 504842; note: potency is the fitted concentration of half-maximal effect; % is set by controls: 0 for no effect and ±100 for the full control effect; nearly all actives have a fitted effect of over 80% in size
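Quantitative HTS used 25 nM Mm-CPN and 10 uM ATP in magnesium/KCl Tris buffer, pH 7.4, with 1 mM DTT. Hydrolysis ran 30 min at 37°C; ADP was read by HTRF.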
pAkt inh: Akt phosphorylation inhibition | Neuro2A IGF-stimulated pAkt S473 HTRF, 20 min; stronger effect = lower value | activity change, % for hits at 50 µM | hit rate 0.32% among 360,000 | AID 651550; in the data active = activity change below about -80%; inconclusive = mostly about -51% to -80%; note: % is set by controls: 0 for no effect and ±100 for the full control effect
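Single-point screen (50 µM final compound) in Neuro2A cells stimulated 20 min with 6 nM IGF at 37 deg C. After lysis, Ser473-phosphorylated Akt read by HTRF (ex 330 nm, em 615/665 nm) as the 665/615 ratio.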
aSyn yeast inh: inhibitors of alpha-synuclein toxicity in yeast; Yeast expressing alpha-synuclein, growth rescue, BacTiter-Glo, 24 h; Potency, µM (doses to about 46.1 µM), for inactives: top-dose growth rescue (activation), usual class: activators; hit rate 0.14% among 370,000; AID 652106; note: potency is the fitted concentration of half-maximal effect; % of control where 0% means no effect; nearly all actives have a fitted effect of over 65% in size
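Rescue of yeast growth: cells expressing toxic alpha-synuclein, induced in galactose at OD600 0.02, incubated with compound 24 h at 30 C. ATP luminescence quantified growth; inhibitors of toxicity appear as activators.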
TDP43 rescue: TDP-43 toxicity inhibition in yeast; TDP-43 expressing yeast growth rescue, BacTiter-Glo, 24 h; Potency, µM (series often up to 46.1 µM), inactives show at the highest dose growth rescue (activation), usual class: activators; hit rate 1.8% among 410,000; AID 652104; note: potency is the fitted concentration of half-maximal effect; % of control where 0% means no effect; nearly all actives have a fitted effect of over 50% in size
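Cell-based yeast growth screen: TDP-43 expression induced in galactose, inoculum OD600=0.02 after raffinose pregrowth to mid-log. Read-out BacTiter-Glo luminescence at 24 hr, 30 deg C; inhibition of toxicity seen as signal increase.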
Abeta yeast res: compounds reversing amyloid beta toxicity in yeast. yeast expressing A-beta42, growth rescue, OD600, 48 h; response scale: 0% DMSO, 100% iron-clioquinol control. Potency, µM (top dose mostly 46.1 µM), inactives show at the highest dose growth rescue, hits mostly activators. hit rate 0.063% among 410,000. AID 1347071; note: potency is the fitted concentration of half-maximal effect; nearly all actives have a fitted effect of over 55% in size
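Yeast A-beta toxicity model in growth medium with pinned compounds, 48 h at 30 C; growth read as absorbance at 600 nm. Normalized to FeCl3/clioquinol equimolar mix (positive) and DMSO (negative).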
An asterisk follows results filed as active; & = joins results of further samples; [ ] = another dose, or the depositor's remark. Unless noted, calls come from the whole dose curve; as a rule, active = well fitted curve in the direction sought with a large enough effect; inconclusive = small, poorly fitted or top-dose-only effect, or another doubt; inactive = no such curve, though single readings can be large; an effect the other way counts as inactive or inconclusive.

Screening CCN(CC)CCCNC(=O)C1c2ccccc2C(=O)N1Cc1ccc(C)cc1 (stereo not given) returned PTHR1 agonist -14%[57.5 µM], FUS suppressor 14%, HEK293 tox -8%, GLP1R inv ag 2%, MmCpn inh -2%, pAkt inh inactive, aSyn yeast inh 0%, TDP43 rescue -13% and Abeta yeast res -1%.
Screening CC1(C)Cc2c(sc(/N=C/N3CCCC3)c2C#N)C(C)(C)N1 returned PTHR1 agonist inconclusive, FUS suppressor 7%, HEK293 tox -3%, GLP1R inv ag 0%, MmCpn inh -1%, pAkt inh inactive, aSyn yeast inh 0%, TDP43 rescue -6% and Abeta yeast res 1%.
For C/C(N)=C(/C#N)C(=O)COC(=O)C1=NN(c2ccccc2)C(=O)CC1 the results were PTHR1 agonist inactive, FUS suppressor -6%, HEK293 tox -19%, GLP1R inv ag 16%, MmCpn inh 0%, pAkt inh inactive, aSyn yeast inh -7%, TDP43 rescue 7% and Abeta yeast res 6%.
O=C(NCCCn1ccnc1)c1ccc(Br)cc1 was read as PTHR1 agonist inactive, FUS suppressor 6%, HEK293 tox -3%, GLP1R inv ag -10%, MmCpn inh -1%, pAkt inh inactive, aSyn yeast inh -6%, TDP43 rescue -10% and Abeta yeast res -5%.
For CC1CC(=O)N(c2ccc(N(C)Cc3ccccc3)c([N+](=O)[O-])c2)C1=O (stereo not given) the results were PTHR1 agonist 0%, FUS suppressor -3%, HEK293 tox -15%, GLP1R inv ag 5%, MmCpn inh 4%, pAkt inh inactive, aSyn yeast inh 6%, TDP43 rescue 20% and Abeta yeast res 2%.
COc1ccc(CCNC(=O)[C@@H](NC(=O)N2CCn3c2nc2ccccc23)C(C)C)cc1OC was read as PTHR1 agonist -14%, FUS suppressor 32%, HEK293 tox -11%, GLP1R inv ag -16%, MmCpn inh -1%, pAkt inh inactive, aSyn yeast inh 0%, TDP43 rescue 11% and Abeta yeast res 0%.
`COc1cccc2cc(-c3nc(-c4cccs4)no3)c(=O)oc12` gave PTHR1 agonist -24%, FUS suppressor 12%, HEK293 tox -4%, GLP1R inv ag 0%, TDP43 rescue 1% and Abeta yeast res 0%.
For COc1ccc(S(=O)(=O)n2nc(C)c(S(=O)(=O)N3CCCCCC3)c2C)cc1C the results were PTHR1 agonist -26%, FUS suppressor 4%, HEK293 tox -4%, GLP1R inv ag 9%, TDP43 rescue 0% and Abeta yeast res -3%.
Screening CCCCc1cc(=O)oc2cc(C)cc(OCC(=O)NCc3ccncc3)c12 returned PTHR1 agonist -11%, FUS suppressor 4%, HEK293 tox -2%, GLP1R inv ag 20%, MmCpn inh -2%, pAkt inh inactive, aSyn yeast inh -2%, TDP43 rescue 0% and Abeta yeast res -4%.
`COc1ccc(-c2cc(-c3n[nH]c(=S)n3-c3ccccc3Cl)[nH]n2)cc1` gave PTHR1 agonist 3%, FUS suppressor 14%, HEK293 tox 1%, GLP1R inv ag 61%[activator], MmCpn inh 0%, pAkt inh inactive, aSyn yeast inh -6%, TDP43 rescue -6% and Abeta yeast res 16%.
CC(=O)C1=C(O)C(=O)N(c2ccc(O)cc2)C1c1ccc([N+](=O)[O-])cc1 (stereo not given) was read as PTHR1 agonist inactive, FUS suppressor 25%, HEK293 tox -5%, GLP1R inv ag 2%, MmCpn inh 1%, pAkt inh inactive, aSyn yeast inh -3%, TDP43 rescue -15%[0.397 µM] and Abeta yeast res -8%.
Screening COc1ccc2[nH]c(=O)c(CN(Cc3cccs3)S(=O)(=O)c3cccc4nsnc34)cc2c1 returned PTHR1 agonist -6%[57.5 µM], FUS suppressor 21%, HEK293 tox -6%, GLP1R inv ag -13%, MmCpn inh -2%, pAkt inh inactive, aSyn yeast inh -1%, TDP43 rescue -12% and Abeta yeast res 9%.
Screening O=C(O)CCC(=O)NCC1OCCc2ccccc21 (stereo not given) returned PTHR1 agonist inactive, FUS suppressor -2%, HEK293 tox 5%, GLP1R inv ag 0%, MmCpn inh -2%, pAkt inh inactive, aSyn yeast inh -7%, TDP43 rescue -3% and Abeta yeast res -5%.
`Cc1ccc2c(CC(=O)Nc3ccc(S(=O)(=O)N4CCCCC4C)cc3)coc2c1` (stereo not given) gave PTHR1 agonist inactive, FUS suppressor inconclusive, HEK293 tox -6%, GLP1R inv ag 11µM*, TDP43 rescue 0% and Abeta yeast res 9%.
Cc1nc2cccnc2n1-c1cccc(C(=O)NCc2cccc(Cl)c2)c1 was read as PTHR1 agonist -90%[inhibitor], FUS suppressor 23%, HEK293 tox -10%, GLP1R inv ag 10%, TDP43 rescue 9% and Abeta yeast res -11%.
Screening O=C(NC1CCCCC1)c1ccc2c(c1)N(Cc1cccc(Cl)c1)C(=O)c1ccccc1S2=O (stereo not given) returned PTHR1 agonist inactive, FUS suppressor 35%, HEK293 tox 4%, GLP1R inv ag 2%, TDP43 rescue -2% and Abeta yeast res -1%.
For Cc1ccccc1CN1C(=O)c2ccccc2Sc2ccc(C(=O)N3CCCC3)cc21 the results were PTHR1 agonist -14%, FUS suppressor inconclusive, HEK293 tox -9%, GLP1R inv ag inconclusive, TDP43 rescue 12% and Abeta yeast res -5%.
For O=S(=O)(Nc1nc2c(s1)CCCC2)c1ccc2ccccc2c1 the results were PTHR1 agonist -9%[57.5 µM], FUS suppressor -1%, HEK293 tox 0%, GLP1R inv ag inconclusive, MmCpn inh 3%, pAkt inh inactive, aSyn yeast inh 2%, TDP43 rescue -2% and Abeta yeast res 8%.
Cc1ccc(-c2cc(C(F)(F)F)n3nc(C(=O)N4CCN5CCCC5C4)cc3n2)cc1 (stereo not given) was read as PTHR1 agonist -9%, FUS suppressor 22%, HEK293 tox 8%, GLP1R inv ag inconclusive, MmCpn inh 0%, pAkt inh inactive, aSyn yeast inh -13%, TDP43 rescue -9% and Abeta yeast res -7%.
COc1ccc2c(c1)cc1c(=O)n(CC(=O)NCCCOC(C)C)nc(C)n12 was read as PTHR1 agonist -1%&-24%, FUS suppressor -34%&-7%, HEK293 tox -4%&6%, GLP1R inv ag 2%&0%, MmCpn inh 0%, pAkt inh inactive, aSyn yeast inh 0%, TDP43 rescue 10%&18% and Abeta yeast res 1%&-2%.
For CCn1cc([N+](=O)[O-])c(C(=O)N2N=C(c3cccc4ccccc34)CC2c2ccccc2O)n1 (stereo not given) the results were PTHR1 agonist inactive, FUS suppressor 4%, HEK293 tox -11%, GLP1R inv ag inconclusive, MmCpn inh -3%, pAkt inh inactive, aSyn yeast inh 11%, TDP43 rescue 2% and Abeta yeast res -8%.
For CCCN1CCN(CCCNC(=O)c2ccc3nc(N4CCCCC4)sc3c2)CC1 the results were PTHR1 agonist -18%, FUS suppressor 0%, HEK293 tox 2%, GLP1R inv ag -5%, MmCpn inh -1%, pAkt inh inactive, aSyn yeast inh 0%, TDP43 rescue 6% and Abeta yeast res -7%.
`COc1ccc(C(C(=O)NC2CCCC2)N(Cc2cccs2)C(=O)c2ccn[nH]2)cc1OC` (stereo not given) gave PTHR1 agonist 0%, FUS suppressor -2%, HEK293 tox -2%, GLP1R inv ag 6%, MmCpn inh 2%, pAkt inh inactive, aSyn yeast inh 0%, TDP43 rescue -11% and Abeta yeast res 0%.
For COCCn1cnc2c(c1=O)c1nc3ccccc3nc1n2/N=C/c1cccc(OC)c1 the results were PTHR1 agonist -16%, FUS suppressor -12%, HEK293 tox -26%, GLP1R inv ag 12%, MmCpn inh 0%, pAkt inh inactive, aSyn yeast inh 0%, TDP43 rescue 8% and Abeta yeast res -8%.
For Cc1cc(C)nc(SCC(=O)N/N=C/c2cc(C)n(-c3ccccc3C)c2C)n1 the results were PTHR1 agonist inactive, HEK293 tox 0%, GLP1R inv ag -21%, MmCpn inh 1%, pAkt inh inactive, aSyn yeast inh -9%, TDP43 rescue 10% and Abeta yeast res 3%.
`CC1(C)C(C=C(Cl)Cl)C1C(=O)Nc1ccc(S(=O)(=O)Nc2ncccn2)cc1` (stereo not given) gave PTHR1 agonist -35%[inhibitor], FUS suppressor inconclusive, HEK293 tox -3%, GLP1R inv ag -13%, MmCpn inh -2%, pAkt inh inactive, aSyn yeast inh -2%, TDP43 rescue 8% and Abeta yeast res -6%.
Screening CCc1ccc(CNC(=O)c2cc3c(C)nc4ccccc4c3o2)cc1 returned PTHR1 agonist -37%[inhibitor], FUS suppressor inconclusive, HEK293 tox -25%, GLP1R inv ag inconclusive, MmCpn inh 0%, pAkt inh inactive, aSyn yeast inh 26%, TDP43 rescue 20µM* and Abeta yeast res -8%.
For COc1ccccc1N1C(=O)CC(Sc2nc(C)cc(C)n2)C1=O (stereo not given) the results were PTHR1 agonist -2%[57.5 µM], FUS suppressor -8%, HEK293 tox 3%, GLP1R inv ag -13%, MmCpn inh 0%, pAkt inh inactive, aSyn yeast inh -4%, TDP43 rescue 7% and Abeta yeast res 17%.
`CC(C)Cc1nnc(NC(=O)CCC(=O)N2CCN(c3ccc(Cl)cc3)CC2)s1` gave PTHR1 agonist -12%, FUS suppressor 6%, HEK293 tox -5%, GLP1R inv ag 2%, MmCpn inh 0%, pAkt inh inactive, aSyn yeast inh -1%, TDP43 rescue 15% and Abeta yeast res 19%.

This is a subset. The share of hits here may be higher or lower than overall.
